HEK293 viab: GF-AFC viability counterscreen for inhibitors of alpha-synuclein gene (SNCA) expression | 0.12% of 150,000 active | HEK-293-SNCA-luc viability, GF-AFC fluorescence, 24 h | Potency, µM (series often up to 57.1 µM), for the others: at the highest dose activity change, negative = cytotoxicity, most hits filed as cytotoxic;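 further: potency means the concentration at half of the fitted maximal effect; 0% = DMSO-treated cells and -100% = medium-only wells without cells; nearly all actives have a fitted effect of over 30% in size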
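HEK-293-SNCA-luc cells (1500/well) plated 24 h, then exposed 24 h to a dilution series; GF-AFC added 30 min at 37C, fluorescence 405/540 nm; normalised to medium-only and DMSO wells, Hill fit.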
IP6K1 inh: Primary qHTS assay for small molecule inhibitors of Inositol hexaphosphate kinase 1 (IP6K1); activity change, % (series mostly up to about 58 µM); 0.81% of 140,000 active; IP6K1 kinase, ADP-Glo luminescence, 2 h; stronger effect = lower value; AID 1645851, 2021; in the data active means activity change below about -25%
Target sequence (Q92551 whole entry, looked up): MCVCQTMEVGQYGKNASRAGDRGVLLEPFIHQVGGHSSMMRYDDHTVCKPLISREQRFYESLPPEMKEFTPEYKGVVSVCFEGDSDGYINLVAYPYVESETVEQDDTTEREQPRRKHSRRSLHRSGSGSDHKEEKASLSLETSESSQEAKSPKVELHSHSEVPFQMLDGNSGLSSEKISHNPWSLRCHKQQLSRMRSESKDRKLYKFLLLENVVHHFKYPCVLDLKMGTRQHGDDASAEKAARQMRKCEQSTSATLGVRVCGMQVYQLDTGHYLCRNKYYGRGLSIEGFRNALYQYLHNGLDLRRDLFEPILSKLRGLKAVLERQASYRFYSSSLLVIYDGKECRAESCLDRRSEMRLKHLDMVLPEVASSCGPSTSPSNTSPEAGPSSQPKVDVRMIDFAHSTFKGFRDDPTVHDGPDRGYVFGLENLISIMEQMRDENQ
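ADP-Glo luminescence measures ADP made by human IP6K1 during a 2 h RT reaction with ATP/IP6 (mix at 1.3 mM/130 uM); top library doses 57.5 and 19.1 uM final.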
SNCA expr inhib: Primary qHTS assay for inhibitors of alpha-synuclein gene (SNCA) expression. HEK-293 SNCA-luciferase knock-in, luminescence, 24 h. Potency, µM (titrated, usually from 57.2 µM), inactives show at the highest dose activity change, negative = inhibition, hits mostly inhibitors. 0.17% of 140,000 active;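 further: potency means the concentration at half of the fitted maximal effect; plate controls were DMSO cells for no effect and cell-free wells for full effect; nearly all actives have a fitted effect of over 45% in size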
GPT2 inh: Primary qHTS assay for inhibitors of Glutamate pyruvate transaminase 2 (GPT2); Alanine aminotransferase 2 (Homo sapiens), Q8TD30; Recombinant GPT2, coupled pyruvate oxidase/HRP Amplex Red fluorescence; Potency, µM (doses to about 57.7 µM), inactives show top-dose activity change, negative = inhibition, actives largely listed as inhibitors; 0.25% of 100,000 active; further: potency means the concentration at half of the fitted maximal effect; nearly all actives have a fitted effect of over 60% in size; many of its hits are not listed in these tables
Target sequence (Q8TD30 whole entry, looked up): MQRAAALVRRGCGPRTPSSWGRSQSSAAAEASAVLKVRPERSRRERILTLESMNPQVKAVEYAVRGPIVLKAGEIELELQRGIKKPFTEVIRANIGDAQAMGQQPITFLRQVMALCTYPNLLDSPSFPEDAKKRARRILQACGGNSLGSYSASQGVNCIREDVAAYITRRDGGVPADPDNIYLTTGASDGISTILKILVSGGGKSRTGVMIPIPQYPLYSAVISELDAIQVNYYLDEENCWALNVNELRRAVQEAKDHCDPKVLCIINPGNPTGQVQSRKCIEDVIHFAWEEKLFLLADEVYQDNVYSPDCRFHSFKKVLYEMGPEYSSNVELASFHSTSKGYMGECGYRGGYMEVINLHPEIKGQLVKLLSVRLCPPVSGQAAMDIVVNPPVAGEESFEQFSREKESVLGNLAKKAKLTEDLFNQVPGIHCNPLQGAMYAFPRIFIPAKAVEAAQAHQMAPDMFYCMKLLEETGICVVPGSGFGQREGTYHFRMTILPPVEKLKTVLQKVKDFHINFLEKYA
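GPT2 10ng/uL, a-KG 250uM, L-Ala 2mM, HEPES pH7.5 + 0.0001% Tween; 30 min RT. Then Amplex mix (PO/HRP/ThPP), 30 min RT dark, fluorescence. AOA 50uM used as positive control.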
HEK cytotox: Cytotoxic Profiling in HEK 293 Cell Line of Diverse Libraries Using Quantitative High-Throughput Screening; HEK 293 viability, ATP luminescence (CellTiter-Glo), 48-72 h; Potency, µM (highest dose often 115 µM), without a hit: top-dose activity change, negative = cytotoxicity, actives largely listed as inhibitors; 6.6% of 94,000 active; AID 1345083, 2018; further: potency means the concentration at half of the fitted maximal effect; nearly all actives have a fitted effect of over 60% in size
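qHTS cytotoxicity; HEK 293, 250 cells/well; compound pinned; 48 or 72 hr, 37 degree Celsius, 5% CO2, 95% humidity; CellTiter-Glo, 10 min RT; luminescence (ATP).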
Luciferase inh: Firefly luciferase inhibition profiling of diverse chemical library using quantitative high-throughput screening | Luciferin 4-monooxygenase (Photinus pyralis), P08659 | purified P. pyralis luciferase, luminescence, biochemical | Potency, µM (series often up to 115 µM), inactives show at the top dose activity change, negative = inhibition, actives largely listed as inhibitors | 2.5% of 76,000 active; further: potency means the concentration at half of the fitted maximal effect; nearly all actives have a fitted effect of over 65% in size
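FLuc 10nM, D-luciferin 10uM, ATP 10uM, Mg acetate 10mM, Tris acetate pH 7.5, Tween/BSA; cpd qHTS; enzyme added last; CCD luminescence.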
3T3 cytotox: Cytotoxic Profiling in NIH 3T3 Cell Line of Diverse Libraries Using Quantitative High-Throughput Screening | NIH 3T3 viability, CellTiter-Glo ATP luminescence, 48-72 h | Potency, µM (titrated, usually from 96.7 µM), for inactives: at the highest dose activity change, negative = cytotoxicity, usual class: inhibitors | 4.3% of 94,000 active | AID 1345082, 2018; further: potency means the concentration at half of the fitted maximal effect; nearly all actives have a fitted effect of over 55% in size
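Cytotoxicity was measured by CellTiter-Glo ATP luminescence after 48 or 72 h compound exposure at 37 °C. Mouse NIH 3T3 fibroblasts were seeded at 400 cells/well and dosed by 23 nL pin transfer.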
The depositor's hits bear a star; i = inactive; ? = inconclusive; / = no result given; & = joins results of further samples; [ ] = another dose, or the depositor's remark. Unless noted, the call rests on the fitted dose curve; in most records, active means well fitted curve in the direction sought with a large enough effect; inconclusive means small, poorly fitted or top-dose-only effect, or another doubt; inactive means no such curve, though single readings can be large; an effect the other way counts as inactive or inconclusive. Unless noted, on the % scale 0 is the no-effect control and ±100 the full control effect. A portion of the library, so the mix of outcomes need not match the whole.

no.	Compound	HEK293 viab	IP6K1 inh	SNCA expr inhib	GPT2 inh	HEK cytotox	Luciferase inh	3T3 cytotox
1	COCCN1C(=O)c2ccccc2C(C(=O)NC2CCCCC2)C12CCCC2 (stereo not drawn)	3%	24	?	i	-3%	-6%	i
2	CCCn1cc(S(=O)(=O)c2ccc(C)cc2)c(=O)c2cc(OC)c(OC)cc21	-7%	22	24%	/	/	/	/
3	COc1ccc2ccc(OCc3nc(C(=O)N4CCCC(C)(CO)C4)co3)cc2c1 (stereo not drawn)	?	12	?	?	?	?	?
4	O=C(NCc1ccc(F)cc1)C1CCN(c2cnn(Cc3ccccc3)c(=O)c2)C1 (stereo not drawn)	-18%	-8	-5%	i	?	/	?
5	COc1ccc2cc(C(=O)N3CCC4(CC3)CC(C(=O)N3CCOCC3)N(C)C4)[nH]c2c1 (stereo not drawn)	-1%	-6	8%	3%	-13%	-21%	-17%
6	CC1(C)NC(=O)N(CC(=O)NC2CC(c3cc(=O)[nH]c(N)n3)C2)C1=O (stereo not drawn)	2%	-6	-5%	i	0%	7%	4%
7	O=C(CSc1nc(=O)[nH]c2c1CCCC2)Nc1ccc(Cl)c(Cl)c1	0%	-12	-25%	/	/	/	/
8	Cc1cc(CN2CCCC(CCNC(=O)C3(N)CC3)C2)oc1C (stereo not drawn)	0%	2	12%	i	-9%	-8%	-19%
9	NC(=O)CNC(=O)C1=C[C@@H](NC(=O)c2cccc(F)c2)[C@@H](O)[C@H](O)C1	3%[87.6 µM]	-2	12%[87.6 µM]	?	-5%[172 µM]	-14%[172 µM]	-15%[174 µM]
10	COCc1nc(C2CCCN(C(=O)c3nccn3C)C2)no1 (stereo not drawn)	13%[12.5 µM]	21	-15%	i	-1%	-3%	i
11	CC(C)Oc1ccc(CNC(=O)c2cnc3sc(N4CCCC4)nn3c2=O)cc1	13%	7	3%	/	/	/	/
12	CCOc1cccc2cc(-c3nc4sc(C(=O)Nc5ccc(C)cc5)c(C)c4c(=O)[nH]3)c(=O)oc12	-1%	5	15%	/	/	/	/
13	CN(CCn1ccnc1)c1ccc(-c2nc(-c3cccc(Cl)c3)no2)cn1	-9%	26	82%[activator]	i	35µM*	3.2µM*	?
14	CN1C(C(=O)Nc2cccc(O)c2)=CC(c2ccco2)=NS1(=O)=O	-15%	-3	1%	/	/	/	/
15	Cc1ccccc1NC(=O)CSc1c(C(C)C)cnc2c1c(=O)n(C)c(=O)n2C	-8%	6	-11%	/	/	/	/
16	O=C(COC(=O)CCCC1=NS(=O)(=O)c2ccccc2N1)Nc1ccc(Br)cc1	?	-6	43%[activator]	/	/	/	/
17	Cc1ccc(NC(=O)N2CCN(c3nnc(C)c4c(C)n(-c5ccc(Cl)cc5)nc34)CC2)c(C)c1	-10%	-13	13%	/	/	/	/
18	O=C(NCCc1ccc(Cl)cc1)c1ccc2nnc(-c3cccc(C(F)(F)F)c3)n2c1	?	0	?	i	?	/	22µM*
19	COc1ccc(-c2noc(CCCC(=O)N3CCCC3c3nc(C4CCOCC4)no3)n2)cc1OC (stereo not drawn)	-15%	-1	46%[activator]	i	-17%	2%	?
20	O=C(c1ccsc1)N1CCCC(Cc2nncn2CC2CC2)C1 (stereo not drawn)	6%	6	21%	i	-2%	-5%	-3%
21	CCN1c2ccccc2-c2nc(SCC(=O)NCc3ccccc3)ncc2S1(=O)=O	-1%	21	3%	/	/	/	/
22	COCCNC(=O)c1c(NC(=O)c2cc(=O)c3cc(Cl)ccc3o2)sc2c1CCCC2	9%	6	57%[activator]	/	/	/	/
23	O=C(Nc1ccc2c(N3CCOCC3)ncnc2c1)c1ccc(Br)o1	-17%	6	-16%	i	40µM*	-21%	?
24	C[C@@H](NC(=O)C1=C[C@@H](NC(=O)CS(=O)(=O)c2ccccc2)[C@@H](O)[C@H](O)C1)C(N)=O	-7%[87.6 µM]	0	-3%[87.6 µM]	i	0%[172 µM]	10%[172 µM]	-1%[174 µM]
25	CCCS(=O)(=O)N1CCCC(OCc2noc(C3CCOCC3)n2)C1 (stereo not drawn)	10%	5	35%[activator]	1%	3%	/	-11%
26	COc1ccc(/C=C/C(=O)N2CCCC2)cc1	-19%	-6	/	i	/	/	/
27	CCCCOC(=O)N1CCCn2nc(C(=O)N3CCOCC3)cc2C1	4%	-3	-24%	i	1%	4%	-11%
28	COCCNC(=O)C1(C)CN(C)Cc2ccc(Nc3ccccc3)nc21 (stereo not drawn)	-4%[87.6 µM]	12	-15%[87.6 µM]	-5%[88.5 µM]	?	11%[172 µM]	-23%[138 µM]
29	COc1cccc(NC(=O)CC2CCCN(c3cnn(C)c(=O)c3)C2)c1 (stereo not drawn)	-4%	17	1%	-12%	9%	2%	-9%
30	CCOc1ccc(N2CC(NC(=O)C(=O)c3c[nH]c4ccccc34)CC2=O)cc1 (stereo not drawn)	5%	15	?	/	/	/	/
31	Nc1nnc(SCC(=O)Nc2cccc(F)c2)s1	-2%	4	-2%	/	/	/	/
32	O=C(NCCCc1ccccc1)c1ccc2nc(-c3cccnc3)oc2c1	4%	-4	28%	-7%	5%	/	-11%
33	CCN(Cc1ccccc1)S(=O)(=O)c1ccc(F)c(C(=O)Nc2cc(C)ccc2OC)c1	2%	7	-19%	/	/	/	/
34	Cn1ncc(N2CCC(NC(=O)c3ccccc3)CC2)cc1=O	-1%	12	-8%	i	1%	2%	1%
35	COc1ccc(-c2nc3scc(CCNS(=O)(=O)c4ccccc4F)n3n2)cc1	?	-18	29%	/	/	/	/
36	OCC1CN(c2ncccn2)CC12CCN(Cc1cc(F)ccc1F)CC2 (stereo not drawn)	0%	22	-5%	i	-2%	8%	-19%
37	N#Cc1ccc(CN2CCC3(CC2)CC(c2cccc(C(F)(F)F)c2)=NO3)cc1	-16%	-6	15%	2%	32µM*	12%	28µM*
38	COCCN(C)C[C@@H]1CN(C(=O)c2cnn(-c3ccccc3)c2)C[C@@H]1CO	2%	-16	-4%	5%	5%	4%	2%
39	COc1ccc(C2Cn3nnc(-c4nc(-c5cccnc5)no4)c3CO2)cc1 (stereo not drawn)	4%	-20	-1%	5%	2%	1%	-11%
40	Oc1ccc(C2=Cc3ccc(O)cc3OC2)cc1	?	/	-5%	?	/	/	/

Five compounds out of the list, ordered by length of the SMILES, descending:
no.	Compound	HEK293 viab	IP6K1 inh	SNCA expr inhib	GPT2 inh	HEK cytotox	Luciferase inh	3T3 cytotox
9	NC(=O)CNC(=O)C1=C[C@@H](NC(=O)c2cccc(F)c2)[C@@H](O)[C@H](O)C1	3%[87.6 µM]	-2	12%[87.6 µM]	?	-5%[172 µM]	-14%[172 µM]	-15%[174 µM]
6	CC1(C)NC(=O)N(CC(=O)NC2CC(c3cc(=O)[nH]c(N)n3)C2)C1=O (stereo not drawn)	2%	-6	-5%	i	0%	7%	4%
16	O=C(COC(=O)CCCC1=NS(=O)(=O)c2ccccc2N1)Nc1ccc(Br)cc1	?	-6	43%[activator]	/	/	/	/
14	CN1C(C(=O)Nc2cccc(O)c2)=CC(c2ccco2)=NS1(=O)=O	-15%	-3	1%	/	/	/	/
25	CCCS(=O)(=O)N1CCCC(OCc2noc(C3CCOCC3)n2)C1 (stereo not drawn)	10%	5	35%[activator]	1%	3%	/	-11%

(next part)
no.	Compound	HEK293 viab	IP6K1 inh	SNCA expr inhib	GPT2 inh	HEK cytotox	Luciferase inh	3T3 cytotox
41	Cc1ccsc1[C@@H]1CCN(Cc2ccc(-c3ccn[nH]3)o2)C[C@H]1O	-5%	22	23%	-8%	-11%	-6%	-1%
42	COc1cccc(C(=O)N2CCC(c3nn(Cc4ccccc4)c(=O)[nH]3)CC2)c1	11%	-2	-1%	i	i	-9%	i
43	COc1ccccc1OCCNC(=O)CCC1CCN(C(=O)c2ccccc2)CC1	3%	17	79%[activator]	-5%	-26%	?	-8%
44	O=C(N[C@H]1CO[C@H]2[C@@H]1OC[C@@H]2Nc1nccc(-c2ccc(-c3ccccc3)cc2)n1)C1CCCCC1	-16%	6	-8%	-14%	?	-12%	?
45	COc1ccc(OCC(O)CN(C)C)c(CN2CCC(c3ccncn3)CC2)c1 (stereo not drawn)	-5%	10	-5%	-5%	1%	14%	0%
46	COc1ccc(CCC(=O)NCCc2csc(-c3cccc(C)c3)n2)cc1	-5%	16	-6%	/	/	/	/
47	COc1cc(-c2nnc(SCC(=O)Oc3ccccc3Cl)o2)cc(OC)c1OC	0%	8	-15%	/	/	/	/
48	COc1cc(O)ccc1-c1nc2ccc(Br)cn2c1Nc1ccccc1C	14µM*	-11	?	/	/	/	/
49	CCn1ncc(N2CCCC(CC(=O)NCc3cccc(F)c3)C2)cc1=O (stereo not drawn)	2%	46	11%	i	-1%	11%	-9%
50	COc1ccc(CC(=O)NCCS(=O)(=O)N2CCN(c3ccccc3F)CC2)cc1OC	2%	22	-22%	/	/	/	/
51	Cc1ccc(-c2ccc3nnc(CNC(=O)c4c(F)cccc4F)n3n2)cc1	-13%	2	-16%	i	-29%	10%	-4%
52	c1ccc(-c2nnc3n2CCN(Cc2cccnc2)C3)cc1	7%[87.6 µM]	-2	15%[87.6 µM]	i	-1%[172 µM]	-4%[172 µM]	-4%[138 µM]
53	CS(=O)(=O)N1CCC(N2C(=O)C3(CCCCC3)C2c2ccccc2)CC1 (stereo not drawn)	-2%[12.5 µM]	-2	?	i	-3%	-1%	3%
54	COc1ccc(C(=O)N=c2sc3cc(Cl)ccc3n2C)cc1	-10%	1	9%	/	/	/	/
55	CCn1cnnc1CC1CCN(C(=O)c2ccc(OC)cc2OC)C1 (stereo not drawn)	1%	4	4%	-4%	-3%	?	i
56	Cc1ccc(C2=CC(c3c(F)cccc3Cl)n3ncnc3N2)cc1C (stereo not drawn)	?	-8	15%	/	/	/	/
57	Cc1ccsc1C(=O)N1CCC(n2cc(-c3nc(-c4ccccc4)no3)nn2)C1 (stereo not drawn)	-1%	10	40%[activator]	3%	?	?	?
58	O=C(c1ccccc1F)N1CCCC2(C1)C(=NC1CCCCC1)NC(=O)N2c1cccnc1 (stereo not drawn)	3%&-4%	11&-10	?	-22%&1%	-5%	-3%	-20%&-24%
59	CCOC(=O)c1ccc(N2C(=O)c3n[nH]c(-c4ccco4)c3C2c2ccc(C)cc2)cc1 (stereo not drawn)	?	10	?	/	/	/	/
60	O=C(NCC1(O)CCCNCC1)c1cccc(-c2ccc(F)cc2)c1 (stereo not drawn)	-1%	-13	-12%	3%	?	5%	?
